Screening results (PubChem)
DT40 TDP1 CPT: qHTS for Inhibitors of human tyrosyl-DNA phosphodiesterase 1 (TDP1): qHTS in cells in presence of CPT. chicken DT40 Tdp1-/-;hTDP1 cells + 20 nM CPT, ATP luminescence, 48 h. Potency, µM (titrated, usually from 46.2 µM), for inactives: top-dose activity change, negative = growth inhibition, usual class: inhibitors. 12% of 420,000 active; further: nearly all actives have a fitted effect of over 55% in size
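Cell growth measured by CellTiter-Glo luminescence after a minimum 48 h, 37 C compound exposure with 20 nM CPT in Tdp1-knockout DT40 cells stably expressing hTDP1, seeded 400/well; qHTS titration format.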
N370S GC: qHTS Assay for Inhibitors and Activators of N370S glucocerebrosidase as a Potential Chaperone Treatment of Gaucher Disease. Lysosomal acid glucosylceramidase (Homo sapiens), P04062. 0.092% of 330,000 active. N370S GC spleen homogenate, 4MU-glucoside fluorescence. AID 2101, 2009. Potency, µM (doses to about 59.4 µM), without a hit: at the highest dose activity change, negative = inhibition, usual class: inhibitors;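 further: 0% = full enzyme activity and -100% = no enzyme basal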
FEN1 inhibitor: qHTS Assay for the Inhibitors of Human Flap endonuclease 1 (FEN1); 0.35% of 390,000 active; AID 588795, 2011; Potency, µM (top dose mostly 114 µM), for the others: at the top dose activity change, negative = inhibition, usual class: inhibitors; Recombinant FEN1 flap cleavage, fluorescence, 15 min; further: nearly all actives have a fitted effect of over 65% in size
Target sequence (P39748 whole entry, looked up): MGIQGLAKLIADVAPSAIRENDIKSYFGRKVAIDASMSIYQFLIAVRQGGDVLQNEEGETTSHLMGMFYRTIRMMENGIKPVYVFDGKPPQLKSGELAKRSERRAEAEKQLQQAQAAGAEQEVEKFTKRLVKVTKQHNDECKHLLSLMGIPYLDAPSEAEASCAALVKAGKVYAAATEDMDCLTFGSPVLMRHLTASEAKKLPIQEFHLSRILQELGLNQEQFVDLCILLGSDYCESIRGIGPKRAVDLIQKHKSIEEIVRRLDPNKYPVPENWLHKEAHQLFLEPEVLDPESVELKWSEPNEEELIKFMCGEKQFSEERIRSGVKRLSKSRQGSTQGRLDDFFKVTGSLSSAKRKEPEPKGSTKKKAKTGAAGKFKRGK
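FEN1 at 10 nM preincubated with compounds 15 min at room temperature, then flap DNA substrate added at 50 nM final. Signal read at 0 and 15 min; concentration-response fitted with four-parameter Hill equation.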
Active calls of the source: *; ? = inconclusive; nt = not tested or not shown; & = joins results of further samples. The call rests on the fitted dose curve; in most records, active means well fitted curve in the direction sought with a large enough effect; inconclusive means small, poorly fitted or top-dose-only effect, or another doubt; inactive means no such curve, though single readings can be large; an effect the other way counts as inactive or inconclusive. Unless noted, on the % scale 0 is the no-effect control and ±100 the full control effect; potency means the concentration at half of the fitted maximal effect.

Sequence of screens: FEN1 inhibitor, DT40 TDP1 CPT, N370S GC
- Cc1ccccc1-n1c(O)c(C=Nc2ccc3c(c2)OCO3)c(=O)[nH]c1=O
 : -14%, -17%, 0%
- CNC(=O)Oc1ccc2c(c1)C1(C)CCN(C)C1N2C (stereo not drawn)
 : nt, 24µM*, -5%
- CCC(=NCc1ccco1)c1c(O)n(-c2ccccc2)c(=O)[nH]c1=O
 : -6%, 1%, 7%
- COC(=O)c1nc(-c2ccc3c(n2)C(=O)C(N)=C(OC)C3=O)c(N)c(-c2ccc(OC)c(OC)c2O)c1C
 : 16µM*, 0.46µM*, -12%
- Cc1c(C)c2ccc(OCC(=O)N3CCC(C(=O)O)(c4ccccc4)CC3)c(C)c2oc1=O
 : 19%, 19%, -8%
- COc1ccc(-n2c(O)c(/C(C)=N/Nc3ccccc3)c(=O)[nH]c2=O)cc1
 : 0%, 16%, -2%
- O=C(O)C1C2CCC(O2)C1C(=O)Nc1ccc(F)c(F)c1 (stereo not drawn)
 : 3%, -5%, -4%
- COc1cccc(Oc2coc3cc(OC(=O)N(C)C)ccc3c2=O)c1
 : 13%, ?, -3%
- C(=NC1CCCCC1)c1c[nH]c2ccccc12
 : 2%, 0%, nt
- COc1ccc2c3c1OC1C(O)C=CC4[C@@H](C2)N(C)CC[C@]314 (stereo partly drawn)
 : 3%, 1%, nt
- CCN(CC)C(=O)c1ccc(NC(=O)COC(=O)c2ccc(Cl)s2)cc1
 : 16%, -6%, nt
- CCCNC(=O)N1[C@H]2CC[C@@H]1C(C(=O)OC)=C(c1cccc(Cl)c1)C2
 : -8%, ?, nt
- CCCC(C)C1C(C#N)=C(N)Oc2c1c(=O)oc1ccccc21 (stereo not drawn)
 : 1%, -16%, 14%
- COc1cccc(CN2CCCC(C(=O)c3ccccc3SC)C2)c1O (stereo not drawn)
 : -15%, ?, -9%
- CCc1ccc(-n2c(O)c(/C=N/NC(=O)c3ccncc3)c(=O)[nH]c2=O)cc1
 : -8%, 2%, 19%
- CCC(=NCc1ccco1)c1c(O)n(-c2ccc(C)cc2)c(=O)[nH]c1=O
 : 4%, -22%, 8%
- CC(=O)CCC(C)=O
 : 0%, -1%, 6%
- O=C(O)COc1ccc(Br)cc1C(c1c(C(=O)O)[nH]c2ccccc12)c1c(C(=O)O)[nH]c2ccccc12
 : ?, 6%, -4%
- C[N+](C)(C)CC1CCCc2ccccc2C1=O (stereo not drawn)
 : -2%, 2.9µM*, nt
- C=CCN1C[C@H](C)N([C@@H](c2ccccc2)c2ccc(C(=O)N(CC)CC)cc2)C[C@H]1C
 : nt, 4%, -2%

Part of the list above in order of molar mass, falling:
Sequence of screens: FEN1 inhibitor, DT40 TDP1 CPT, N370S GC
- O=C(O)COc1ccc(Br)cc1C(c1c(C(=O)O)[nH]c2ccccc12)c1c(C(=O)O)[nH]c2ccccc12
 : ?, 6%, -4%
- COc1cccc(CN2CCCC(C(=O)c3ccccc3SC)C2)c1O (stereo not drawn)
 : -15%, ?, -9%
- CCCNC(=O)N1[C@H]2CC[C@@H]1C(C(=O)OC)=C(c1cccc(Cl)c1)C2
 : -8%, ?, nt
- CNC(=O)Oc1ccc2c(c1)C1(C)CCN(C)C1N2C (stereo not drawn)
 : nt, 24µM*, -5%
- C(=NC1CCCCC1)c1c[nH]c2ccccc12
 : 2%, 0%, nt

Continued:
Sequence of screens: FEN1 inhibitor, DT40 TDP1 CPT, N370S GC
- COc1cc(OC)c([C@H]2C=C(C)[C@H]3C[C@@H]2C3(C)C)c(OC)c1
 : -19%, -24%, nt
- O=C(Nc1ccc(Oc2ccccc2)cc1)c1ccc(F)c(S(=O)(=O)N2CCN(c3cccc(Cl)c3)CC2)c1
 : -7%, 1.8µM*, nt
- O=C(Nc1ccc(Cl)cc1C(=O)c1ccccc1)c1cc(Cl)cc(Cl)c1
 : 0%, -9%, nt
- c1cnc2c(c1)ncn2C1CCNCC1
 : 0%, ?, nt
- Clc1ccc(OCC#CCN2CCCCCC2)cc1
 : -10%, -20%, -12%
- CC[C@@H](C(=O)[C@@H](C)[C@@H](O)[C@H](C)[C@@H]1O[C@@H]([C@@H](CC)C(=O)O)CC[C@@H]1C)[C@H]1O[C@]2(C=C[C@@H](O)[C@]3(CC[C@@](C)([C@H]4CC[C@](O)(CC)[C@H](C)O4)O3)O2)[C@H](C)C[C@@H]1C
 : -5%, 0.58µM*, nt
- COC(=O)C1=Nc2ccccc2/C1=C\c1c(O)n(-c2ccc(OC)cc2)c(=O)[nH]c1=O
 : -14%, 0%, -12%
- O=C(O)CCC1NCC2CC1CN1CCCCC21 (stereo not drawn)
 : nt, -10%, 4%
- COC(=O)C1=C(c2ccc(OC(F)(F)F)cc2)C[C@@H]2CC[C@H]1N2C(=O)NCCO
 : 20%, -13%, nt
- COc1ccc(/C=C/c2cc(O)cc(O)c2)cc1
 : nt, 2.6µM*, 5%
- CCCN1CCO[C@@H]2c3cc(O)ccc3OC[C@@H]21
 : nt, 6%, 16%
- COc1cccc(CCNCc2cccc(C(F)(F)F)c2)c1
 : -11%, -1%, -19%
- COc1cccc(N2CCN(Cc3ccc(Cl)cc3)CC2)c1
 : -7%, -22%, -1%
- O=C(Nc1cccc(Cl)c1)OC1CN2CCC1CC2 (stereo not drawn)
 : 6%, 5.2µM*, 11%
- CC(C)(C)OC(=O)N1CCCC(C(=O)Nc2cccc(C(=O)NCCc3ccccc3)c2)C1 (stereo not drawn)
 : -1%, 15µM*, nt
- Cc1cc(OCC(=O)N2CCC(C(=O)O)CC2)c2c3c(c(=O)oc2c1)CCC3
 : 0%, -1%, 4%
- CCN1C(=O)NC(=O)C2(CCCC2)C1=O
 : 0%, 5%, nt
- O=P1(NC2CCCC2)COc2ccccc2OC1
 : 2%, 2%, 2%
- O=C(Cn1ncc2c3ccccc3n(Cc3ccccc3F)c2c1=O)N1CCC2(CC1)OCCO2
 : -13%, 23µM*, 11%
- CC1(C)CN=C(NCc2ccccc2Cl)S1
 : -12%, ?, -4%
- CN1CCC(OC(=O)C2c3ccccc3Oc3ccccc32)CC1
 : -15%, -22%, -4%
- O=C(CCC(=O)N1C[C@H]2C[C@@H](C1)c1cccc(=O)n1C2)NCc1ccc(F)cc1
 : -4%, 12%, nt
- O=C(OC1CC2CCC(N2)C1C(=O)O)c1ccccc1 (stereo not drawn)
 : -2%, 20%, nt
- C1=NCCc2c1[nH]c1ccccc21
 : -3%, -82%, nt
- CN1CCN(C(=O)Cc2ccccc2)CC1
 : 9%, -4%, -6%
- CC(C)C[C@H](NC(=O)[C@@H]1CCCN1C(=O)[C@@H](N)Cc1ccc(O)cc1)C(=O)NCC(N)=O
 : 8%, -4%, 12%
- Cc1ccc(-n2ncc(C(=O)N3CCN(c4ccc(Cl)cc4)CC3)c2C2CCN(C(=O)OC(C)(C)C)CC2)c(C)c1
 : -18%, ?, nt
- CCC1CN2CCc3cc(OC)c(OC)cc3C2CC1CC1NCCc2c1[nH]c1ccc(O)cc21 (stereo not drawn)
 : -10%, 0.15µM*, nt
- C=CCN1CC[C@]23c4c5ccc(O)c4OC2C(=O)CC[C@]3(O)C1C5 (stereo partly drawn)
 : nt, 22%, -2%
- O=C1NC(=O)C(=Cc2cc([N+](=O)[O-])ccc2N2CCCCC2)C(=O)N1
 : -12%, -3%, -18%
- O=[N+]([O-])c1ccc2nc(N3CCNCC3)ccc2c1
 : ?, ?, ?
- C[C@]12C[C@H](O)[C@@H](O)CC1=CCC1C2CC[C@@]2(C)C1CC[C@@H]2O (stereo partly drawn)
 : 12%, 4%, nt
- C=CC[C@@H](CC(=O)N(CCO)Cc1ccccc1)C(=O)NC[C@H](OC(=O)[C@@H](CC=C)CC(=O)OC(C)(C)C)c1ccccc1
 : -8%, 21µM*, nt
- ClC1=C(Cl)C(Cl)=C(Cl)C1=C/C=C/c1ccccc1
 : 7%, 5.2µM*, 0%
- COc1cccc(C2CC3C(=O)C=CC2N3Cc2ccccc2)c1 (stereo not drawn)
 : 0%, 21µM*, 16%
- COc1ccc(F)cc1C(=O)C1CCCN(Cc2cnc(C)s2)C1 (stereo not drawn)
 : 1%, ?, -5%
- COC(=O)C1=C(c2ccc(-c3ccccc3)c(F)c2)C[C@@H]2CC[C@H]1N2C(=O)NCc1ccco1
 : ?, 7.3µM*, nt
- COc1ccc(C(C)=O)cc1CC(C(=O)c1ccc(Br)cc1)N(C)C (stereo not drawn)
 : -7%, -19%, -3%
- COc1ccc(-n2c(C)cc(C(=O)C[N+]34CCN(CC3)CC4)c2C)cc1
 : 6%, 18%, -14%
- O=C(C1CCN(S(=O)(=O)c2ccc(Br)s2)CC1)N1CCN(c2ccc(F)cc2)CC1
 : -4%, ?, nt
- OCC1OC(O)CC(O)C1O (stereo not drawn)
 : 21%, 3%, nt
- Cc1[nH]c2ccccc2c1C(=O)C(=O)N1CCC2(CC1)OCCO2
 : 5%, 3%, 6%
- CC1(C)C2([N+](=O)[O-])CN3CC1([N+](=O)[O-])CN(C2)C3c1ccccn1 (stereo not drawn)
 : 10%, 6%, 1%
- O=C(Nc1ccc(OC(F)(F)F)cc1)c1cccn(Cc2ccccc2Cl)c1=O
 : 3%, 1%, nt
- Cc1onc(-c2ccccc2)c1C(=O)Nc1ccc(S(=O)(=O)N2CCCC2)cc1
 : 10%, ?, -8%
- O=c1c2ccccc2nc(-c2ccccc2F)n1-c1ccccc1
 : -9%, ?, 1%
- COC(=O)C1=C(c2ccc(C(C)=O)cc2)C[C@@H]2CC[C@H]1N2C(=O)NC1CCCCC1
 : -5%, ?, nt
- Cc1ccccc1Cn1cccc(C(=O)Nc2nc3ccccc3s2)c1=O
 : -16%, 16µM*, nt
- CCN1C[C@@]2(C)CC[C@@H](OC)[C@@]34C2C(O)[C@@]2(OCO[C@]25CC(OC)C2C[C@@]3(O)C5C2O)C14 (stereo partly drawn)
 : nt, -1%, 6%
- O=S1(=O)N(Cc2ccccc2)CCCN1Cc1ccc(F)cc1Cl
 : -21%, ?, nt
- C/C(=C\[C@@H](N)C(=O)O)CP(=O)(O)O
 : nt, 16%, -7%
- CCN1C[C@]2(COC)CC[C@H](O)[C@@]34C5C[C@@H]6[C@@H](OC)C[C@@](O)(C5[C@H]6O)[C@](O)([C@@H](OC)C23)[C@@H]14 (stereo partly drawn)
 : 26%, 8%, nt
- CCOc1cc2c(cc1OCC)-n1cccc1C(c1ccccc1OC)NC2 (stereo not drawn)
 : -7%, ?, -7%
- COc1cc(-c2ccc(=O)[nH]n2)ccc1OC(F)F
 : 6%, -1%, ?
- CCOc1ccc(C=C2C(=O)NC(=S)NC2=O)cc1OCC
 : 2%, 1%, nt
- CCNC(=O)[C@H]1O[C@@H](n2cnc3c(N)ncnc32)[C@H](O)[C@@H]1O
 : 2%, -7%, 6%&4%&5%
- OC(Cc1ccccc1)(c1ccccc1)C1CN2CCC1CC2 (stereo not drawn)
 : 1%, 15µM*, -8%
- OCCOc1ccccc1
 : 24%, 7%&-1%&-5%, -6%&6%
- COc1ccccc1CNC(=O)CCC1N=C2c3ccccc3N=C(SCc3cccc(Cl)c3)N2C1=O (stereo not drawn)
 : -9%, ?, nt
- COc1ccc(OCCn2c(NC(=O)c3ccc(OC)cc3)nc3ccccc32)cc1
 : ?, 18µM*, nt

(cont.)
Sequence of screens: FEN1 inhibitor, DT40 TDP1 CPT, N370S GC
- CCOc1ccccc1N=C1SCCCN1C
 : -5%, -27%, 2%
- O=C(O)C12C3CCCC1C32c1ccccc1 (stereo not drawn)
 : 10%, ?, -22%
- FC(F)(F)C1=NC(C(F)(F)F)=NP(N2CCOCC2)(N2CCOCC2)=N1
 : 1%, 2%, -17%
- COC(=O)c1ccc(N2CCN(C)CC2)c([N+](=O)[O-])c1
 : -2%, 5%, -21%
- O=c1[nH]c(=S)n(-c2ccc(F)cc2)c(O)c1/C=N/N1CCOCC1
 : -2%, -1%, -3%
- O=C(CN1CCN(Cc2cccc(Cl)c2)C1=O)N1CCC2(CC1)OCCO2
 : 12%, -4%, 4%
- CN1CCCC1C(O)(c1ccccc1)c1ccccc1 (stereo not drawn)
 : 5%, -23%, nt
- Clc1ccccc1CN1CCN(c2ccccc2Cl)CC1
 : -4%, -7%, 2%
- CCOc1ccccc1N1CCN(Cc2cccc(OC)c2OC)CC1
 : -12%, ?, -12%
- COC(=O)CN1C(=O)C2(C(C(=O)OC)=C(N)Oc3ccccc32)C2=C1CC(C)(C)CC2=O (stereo not drawn)
 : -7%, -17%, -6%
- CCCCc1nc2ccccc2c(=O)n1-c1ccc(O)cc1
 : -1%, ?, -3%
- COc1cc([C@H]2OC[C@H]3[C@@H]2CO[C@@H]3c2cc(OC)c(O[C@@H]3O[C@H](CO)[C@@H](O)[C@H](O)[C@H]3O)c(OC)c2)cc(OC)c1O[C@H]1O[C@@H](CO)[C@H](O)[C@@H](O)[C@@H]1O
 : -7%, 3%, nt
- COC(=O)C1=C(c2cc3ccccc3o2)C[C@@H]2CC[C@H]1N2C(=O)NCCNC(C)=O
 : 8%, -21%, nt

Some of the compounds tested; the hit share may differ from the screen's.
